RGS4 act: RGS4 potentiation or activation. HEK293 M3R/inducible RGS4, carbachol calcium flux Fluo4; hits give low values. B-score at 10 µM. hit rate 0.92% among 310,000;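 active means B-score of the integrated calcium signal more than 4 SD below the library mean, with starting fluorescence not abnormally high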;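 further: negative B-score means reduced calcium response which marks RGS4 activation or potentiation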
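System: HEK293 FlpIn-TREx cells, stable M3R, doxycycline-inducible RGS4. Timing: overnight RGS4 induction, 30 min dye load 37 °C, 20 min compound RT. Also added: carbachol, ECmax concentration. Measured by: Fluo4 fluorescence kinetic imaging of calcium. Evaluation: integrated calcium ratio converted to B score.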
MrgX1 antagonist: blocks BAM8-22 activation of human MrgX1 receptor; MRGX1-HEK293 calcium flux, Fluo-4, BAM8-22 antagonism; hits give low values; B-score at 10 µM; hit rate 1.3% among 310,000; AID 588676;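 active means calcium-response B-score plate-corrected more than 3 library SD below zero, starting fluorescence within 5 deviations, no agonist response on first addition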;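 further: peak minus trough fluorescence over baseline after final BAM8-22 challenge near maximal dose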
TRPC6 activator: activates the mouse TRPC6 cation channel | Q61143 | HEK293-TRPC6 membrane potential dye fluorescence; hits give high values | B-score at 10 µM | hit rate 0.13% among 310,000;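 active means B-score of the integrated fluorescence ratio above library mean plus 3 SD, and starting fluorescence ratio within library mean plus 5 SD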;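 further: higher score means more depolarization so channel activation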
Target sequence (Q61143 whole entry, looked up): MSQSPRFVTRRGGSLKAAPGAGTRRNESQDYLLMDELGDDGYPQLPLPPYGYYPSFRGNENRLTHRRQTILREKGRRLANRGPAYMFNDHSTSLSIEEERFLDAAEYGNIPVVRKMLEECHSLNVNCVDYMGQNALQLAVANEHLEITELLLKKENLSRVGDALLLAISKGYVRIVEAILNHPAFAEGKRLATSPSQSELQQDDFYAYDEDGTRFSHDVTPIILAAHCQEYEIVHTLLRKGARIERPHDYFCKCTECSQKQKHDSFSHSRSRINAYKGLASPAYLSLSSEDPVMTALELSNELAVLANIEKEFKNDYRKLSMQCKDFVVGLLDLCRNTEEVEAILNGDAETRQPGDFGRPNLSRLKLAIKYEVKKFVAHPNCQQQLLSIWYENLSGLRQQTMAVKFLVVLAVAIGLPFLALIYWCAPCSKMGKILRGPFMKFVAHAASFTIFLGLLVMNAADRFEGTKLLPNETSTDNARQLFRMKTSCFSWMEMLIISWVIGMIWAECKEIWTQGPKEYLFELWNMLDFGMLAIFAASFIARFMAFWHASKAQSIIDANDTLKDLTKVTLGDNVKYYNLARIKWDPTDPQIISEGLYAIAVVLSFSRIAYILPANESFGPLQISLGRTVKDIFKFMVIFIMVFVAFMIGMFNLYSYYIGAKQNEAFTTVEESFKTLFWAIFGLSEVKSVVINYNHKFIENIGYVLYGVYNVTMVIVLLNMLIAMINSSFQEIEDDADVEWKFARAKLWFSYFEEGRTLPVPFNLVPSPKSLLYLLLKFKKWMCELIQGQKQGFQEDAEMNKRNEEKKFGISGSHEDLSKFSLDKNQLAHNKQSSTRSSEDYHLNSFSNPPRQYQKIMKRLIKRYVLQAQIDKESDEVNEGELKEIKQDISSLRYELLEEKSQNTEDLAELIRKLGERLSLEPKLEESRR
TRPC4 inh: blocks the mouse TRPC4 cation channel. Q9QUQ5. HEK293 TRPC4beta/mu-opioid, DAMGO-evoked Fluo4 calcium flux; hits give low values. B-score at 10 µM. hit rate 0.39% among 300,000. AID 2247;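 active means B-score over 3 SD under the library average, no early fluorescence shift, positive overall ratio signal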
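Assay system: HEK293 cells with stable TRPC4beta plus mu-opioid receptor expression. Dosing: single dose. Measured by: Fluo4 Ca2+ flux fluorescence. Also added: DAMGO in two steps, submaximal then maximal. Read-out: B score from integrated Fluo4 fluorescence ratio.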
RGS4 block: inhibitors of human RGS4. P49798. HEK293 M3R/RGS4 inducible, Fluo-4 calcium flux; hits give high values; triggered by carbachol at its EC20. B-score at 10 µM. hit rate 0.45% among 310,000. AID 463165;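 active means B-score, a plate-corrected calcium signal, over three deviations above library mean, with baseline fluorescence within five deviations of library mean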;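 further: RGS4 expression induced by doxycycline in cells with stable M3 receptor; B-score is computed from the integrated fluorescence ratio over baseline after carbachol; higher B-score means a larger calcium signal and so more RGS4 inhibition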
HIF act: HIF pathway transcriptional activation. U2OS HRE-luciferase reporter, luminescence; normalized: DMSO 0%, desferrioxamine 100%. activation, % at 7.5 µM (by protocol). hit rate 0.32% among 300,000;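 active means mean activation of at least 10% of the iron chelator positive control signal, with at least half of replicates also reaching 10%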
SKKanGAS inh: blocks kanamycin growth of S. pyogenes SKKanGAS strain; AID 1662; inhibition, % at 7.5 µM; hit rate 1.3% among 300,000; BacTiter-Glo, 6 h;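 active means mean replicate score, as percent of positive control median, at least 50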;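 further: strain carries kanamycin resistance gene driven by streptokinase promoter and grows in 40 µg/ml kanamycin; loss of luminescence reflects streptokinase promoter inhibition or plain growth inhibition; 0% = median of DMSO wells and 100% = positive control at its reference dose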
Platelet DG rel: platelet dense granule release activity; human platelet-rich plasma, SFLLRN dense granule ATP release, luminescence; inhibition, %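 (compounds screened at 7.5 µM in platelet-rich plasma)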; hit rate 0.22% among 300,000; AID 1663;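 active means mean replicate score, as percent of positive control, at or above 50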
MrgX1 agonist: activates human MrgX1 receptor signaling | MrgX1-HEK293 cells, Fluo-4 calcium fluorescence, agonist mode; hits give high values | Q96LB2 | B-score at 10 µM | hit rate 0.44% among 310,000;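 active means calcium response B-score plate-corrected fluorescence ratio at least 3 library SD, with starting fluorescence B-score inside 5 SD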
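System: HEK293 cells stably expressing human MrgX1 receptor; Dosing: test compound in the initial addition of three; Schedule: overnight plating, then 30 min 37 °C plus 30 min room-temperature dye loading; Detection: kinetic calcium dye fluorescence, Fluo-4 NW; Controls: per-plate positive and negative controls for Z′ factor.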
TRPC6 inhibitor: blocks the mouse TRPC6 cation channel; Q61143; HEK293-TRPC6, membrane potential dye, ACh-evoked depolarization; hits give low values; B-score at 10 µM; hit rate 1.1% among 310,000; AID 2553;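 active means B-score under library mean minus 3 SD, initial fluorescence not abnormally high, positive integrated signal ratio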;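 further: B-score derived from integrated fluorescence ratio over the kinetic read; more negative B-score means stronger inhibition of depolarization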
MrgX1 allo act: human MrgX1 positive allosteric modulation, primary screen. Q96LB2. MrgX1-HEK293, Fluo-4 calcium flux, FDSS; hits give high values. hit rate 0.63% among 310,000. AID 588675. B-score at 10 µM;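 active means plate-corrected calcium response at least 3 library SD above typical, normal starting fluorescence, not activating the receptor alone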;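 further: compound read alongside a low EC10 to EC30 dose of BAM8-22 agonist; peak minus trough fluorescence over baseline measured at the second addition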
* hit, by the source's call.

`CC(=O)Nc1ccc(S(=O)(=O)NCc2nc(-c3ccccc3)no2)cc1` gave RGS4 act inactive, MrgX1 antagonist inactive, TRPC6 activator inactive, TRPC4 inh inactive, RGS4 block inactive, HIF act 0.1, SKKanGAS inh 5, Platelet DG rel -6, MrgX1 agonist inactive, TRPC6 inhibitor inactive and MrgX1 allo act inactive.
`CC(NC(=O)CN1CCN(c2cccc(Cl)c2)CC1)c1ccccc1` (centres undefined) gave RGS4 act inactive, MrgX1 antagonist inactive, TRPC6 activator inactive, TRPC4 inh inactive, RGS4 block inactive, HIF act -1.2, SKKanGAS inh -3, Platelet DG rel -2, MrgX1 agonist inactive, TRPC6 inhibitor inactive and MrgX1 allo act inactive.
For Cn1nccc1NC(=O)c1nccnc1C(=O)O the results were RGS4 act inactive, MrgX1 antagonist inactive, TRPC6 activator inactive, TRPC4 inh inactive, RGS4 block inactive, HIF act -0.2, SKKanGAS inh -2, Platelet DG rel -4, MrgX1 agonist inactive, TRPC6 inhibitor inactive and MrgX1 allo act inactive.
For CCOC(=O)c1c(NC(=O)CSc2nnc(C)s2)sc2c1CCN(C)C2 the results were RGS4 act inactive, MrgX1 antagonist inactive, TRPC6 activator inactive, TRPC4 inh inactive, RGS4 block inactive, HIF act -0.6, SKKanGAS inh -15, Platelet DG rel -4, MrgX1 agonist inactive, TRPC6 inhibitor -5.8* and MrgX1 allo act inactive.
`Cc1ccc(NC(=O)NC2CC(=O)N(c3ccc4c(c3)OCCO4)C2)c(C)c1` (centres undefined) gave RGS4 act inactive, MrgX1 antagonist inactive, TRPC6 activator inactive, TRPC4 inh inactive, RGS4 block inactive, HIF act 0.3, SKKanGAS inh -1, Platelet DG rel 2, MrgX1 agonist inactive, TRPC6 inhibitor inactive and MrgX1 allo act inactive.
`CCc1ccccc1N1CCN(S(=O)(=O)c2ccc(F)c(C)c2)CC1` gave RGS4 act inactive, MrgX1 antagonist inactive, TRPC6 activator inactive, TRPC4 inh inactive, RGS4 block inactive, HIF act -1.1, SKKanGAS inh 16, Platelet DG rel -5, MrgX1 agonist inactive, TRPC6 inhibitor inactive and MrgX1 allo act inactive.
Screening Cc1cc(C)nc(/N=C(\N)Nc2ccccc2-c2ccccc2)n1 returned RGS4 act inactive, MrgX1 antagonist inactive, TRPC6 activator inactive, TRPC4 inh -6*, RGS4 block inactive, HIF act 1.0, SKKanGAS inh -1, Platelet DG rel -5, MrgX1 agonist inactive, TRPC6 inhibitor inactive and MrgX1 allo act inactive.
For COc1ccccc1CNC(=O)[C@@H]1CCCN1S(=O)(=O)c1ccc(C)cc1 the results were RGS4 act inactive, MrgX1 antagonist -6.6*, TRPC6 activator inactive, TRPC4 inh inactive, RGS4 block inactive, HIF act 0.3, SKKanGAS inh 11, Platelet DG rel -2, MrgX1 agonist inactive, TRPC6 inhibitor inactive and MrgX1 allo act inactive.
Screening CCN1CCN(CCCNC(=O)C2CCCN(c3nc4c(C)cc(C)cc4s3)C2)CC1 (centres undefined) returned RGS4 act inactive, MrgX1 antagonist inactive, TRPC6 activator inactive, TRPC4 inh inactive, RGS4 block inactive, HIF act 0.9, SKKanGAS inh -2, Platelet DG rel 1, MrgX1 agonist inactive, TRPC6 inhibitor inactive and MrgX1 allo act inactive.
`O=c1c(-c2ccco2)[n+]([O-])c2ccccc2n1OCc1ccccc1[N+](=O)[O-]` gave RGS4 act inactive, MrgX1 antagonist inactive, TRPC6 activator inactive, TRPC4 inh inactive, RGS4 block inactive, HIF act 0.0, SKKanGAS inh -9, Platelet DG rel -1, MrgX1 agonist inactive, TRPC6 inhibitor inactive and MrgX1 allo act inactive.
Screening O=C(Nc1ccccc1)Nc1nccs1 returned RGS4 act inactive, MrgX1 antagonist inactive, TRPC6 activator inactive, TRPC4 inh inactive, RGS4 block inactive, HIF act 0.8, SKKanGAS inh 6, Platelet DG rel -10, MrgX1 agonist inactive, TRPC6 inhibitor inactive and MrgX1 allo act inactive.
Screening COc1ccc(CC(=O)NCCc2cnc[nH]2)cc1 returned RGS4 act inactive, MrgX1 antagonist inactive, TRPC6 activator inactive, TRPC4 inh inactive, RGS4 block inactive, HIF act 1.1, SKKanGAS inh -1, Platelet DG rel 1, MrgX1 agonist inactive, TRPC6 inhibitor inactive and MrgX1 allo act inactive.
Screening Cc1cc(N2CCCC2=O)cc(C)c1S(=O)(=O)Nc1c(C)nn(C)c1C returned RGS4 act inactive, MrgX1 antagonist inactive, TRPC6 activator inactive, TRPC4 inh inactive, RGS4 block inactive, HIF act -0.1, SKKanGAS inh -5, Platelet DG rel -2, MrgX1 agonist inactive, TRPC6 inhibitor inactive and MrgX1 allo act inactive.
`Cc1cc(Nc2ccc(Br)c(C)c2)n2nc(C)nc2n1` gave RGS4 act inactive, MrgX1 antagonist inactive, TRPC6 activator inactive, TRPC4 inh inactive, RGS4 block inactive, HIF act -0.2, SKKanGAS inh -17, Platelet DG rel 1, MrgX1 agonist inactive, TRPC6 inhibitor inactive and MrgX1 allo act inactive.
Cn1c(=O)c2c(SCc3cccc(C(F)(F)F)c3)nc(-c3ccco3)nc2n(C)c1=O was read as RGS4 act inactive, MrgX1 antagonist inactive, TRPC6 activator inactive, TRPC4 inh inactive, RGS4 block inactive, HIF act 0.0, SKKanGAS inh -5, Platelet DG rel 9, MrgX1 agonist inactive, TRPC6 inhibitor inactive and MrgX1 allo act inactive.
`COc1ccc(CCn2c(-c3ccc(Cl)cc3)n[nH]c2=S)cc1OC` gave RGS4 act inactive, MrgX1 antagonist inactive, TRPC6 activator inactive, TRPC4 inh inactive, RGS4 block inactive, HIF act -0.5, SKKanGAS inh 1, Platelet DG rel 6, MrgX1 agonist inactive, TRPC6 inhibitor inactive and MrgX1 allo act inactive.
Screening CC12CCC(=O)N1C(C(=O)Nc1nc3ccc(S(C)(=O)=O)cc3s1)CS2 (centres undefined) returned RGS4 act inactive, MrgX1 antagonist inactive, TRPC6 activator inactive, TRPC4 inh inactive, RGS4 block inactive, HIF act 0.4, SKKanGAS inh 1, Platelet DG rel -10, MrgX1 agonist inactive, TRPC6 inhibitor inactive and MrgX1 allo act inactive.
`C=CCn1c(SCC(=O)N(C)C2CCS(=O)(=O)C2)nnc1-c1ccncc1` (centres undefined) gave RGS4 act inactive, MrgX1 antagonist inactive, TRPC6 activator inactive, TRPC4 inh inactive, RGS4 block inactive, HIF act 0.1, SKKanGAS inh 5, Platelet DG rel -1, MrgX1 agonist inactive, TRPC6 inhibitor inactive and MrgX1 allo act inactive.
Screening O=c1[nH]c(CSc2nc3ccccc3[nH]2)nc2c1cnn2-c1ccccc1 returned RGS4 act inactive, MrgX1 antagonist inactive, TRPC6 activator inactive, TRPC4 inh inactive, RGS4 block inactive, HIF act 0.1, SKKanGAS inh 2, Platelet DG rel 0, MrgX1 agonist inactive, TRPC6 inhibitor inactive and MrgX1 allo act inactive.
Screening CCc1c(C)nc2ncnn2c1N1CCC(C(=O)Nc2cccc(C(C)=O)c2)CC1 returned RGS4 act inactive, MrgX1 antagonist inactive, TRPC6 activator inactive, TRPC4 inh inactive, RGS4 block inactive, HIF act 0.4, SKKanGAS inh 1, Platelet DG rel -2, MrgX1 agonist inactive, TRPC6 inhibitor inactive and MrgX1 allo act inactive.
Screening C=CCSc1nsc(N)n1 returned RGS4 act inactive, MrgX1 antagonist inactive, TRPC6 activator inactive, TRPC4 inh inactive, RGS4 block inactive, HIF act 0.2, SKKanGAS inh 3, Platelet DG rel 2, MrgX1 agonist inactive, TRPC6 inhibitor inactive and MrgX1 allo act inactive.
Cc1cccc(C(=O)NCCN2CCOCC2)c1[N+](=O)[O-] was read as RGS4 act inactive, MrgX1 antagonist inactive, TRPC6 activator inactive, TRPC4 inh inactive, RGS4 block inactive, HIF act -0.2, SKKanGAS inh -2, Platelet DG rel 1, MrgX1 agonist inactive, TRPC6 inhibitor inactive and MrgX1 allo act inactive.
Screening O=C(CSc1nnc(NC(=O)Cc2ccc(F)cc2)s1)NCc1ccco1 returned RGS4 act inactive, MrgX1 antagonist inactive, TRPC6 activator inactive, TRPC4 inh inactive, RGS4 block inactive, HIF act -0.3, SKKanGAS inh 1, Platelet DG rel 0, MrgX1 agonist inactive, TRPC6 inhibitor inactive and MrgX1 allo act inactive.
For CC1CCN(S(=O)(=O)c2ccc(C(=O)Nc3nnc(C4CC4)o3)cc2)CC1 the results were RGS4 act inactive, MrgX1 antagonist inactive, TRPC6 activator inactive, TRPC4 inh inactive, RGS4 block inactive, HIF act -0.1, SKKanGAS inh 17, Platelet DG rel -7, MrgX1 agonist inactive, TRPC6 inhibitor inactive and MrgX1 allo act inactive.
`O=C1CCC(=O)N1OCCCOc1ccc(Br)cc1Cl` gave RGS4 act inactive, TRPC6 activator inactive, TRPC4 inh inactive, RGS4 block inactive, HIF act -0.5, SKKanGAS inh -4, Platelet DG rel -3 and TRPC6 inhibitor inactive.
CCc1nc2c(c(=O)[nH]1)C1(CCCC1)Cc1ccccc1-2 was read as RGS4 act inactive, MrgX1 antagonist inactive, TRPC6 activator inactive, TRPC4 inh inactive, RGS4 block inactive, HIF act -0.4, SKKanGAS inh -3, Platelet DG rel 10, MrgX1 agonist inactive, TRPC6 inhibitor inactive and MrgX1 allo act inactive.
`CCNC(=O)C(C)NC(=O)C1=NN(c2ccccc2)C(=O)CC1` (centres undefined) gave RGS4 act inactive, MrgX1 antagonist inactive, TRPC6 activator inactive, TRPC4 inh inactive, RGS4 block inactive, HIF act 0.0, SKKanGAS inh -2, Platelet DG rel 4, MrgX1 agonist inactive, TRPC6 inhibitor inactive and MrgX1 allo act inactive.
Screening Cc1ccccc1NC(=S)NNC(=O)c1cccnc1 returned RGS4 act inactive, MrgX1 antagonist inactive, TRPC6 activator inactive, TRPC4 inh inactive, RGS4 block inactive, HIF act -1.7, SKKanGAS inh 0, Platelet DG rel -9, MrgX1 agonist inactive, TRPC6 inhibitor inactive and MrgX1 allo act inactive.
